# TNF necrop inh: blocks TNF-alpha induced death of Jurkat FADD-/- cells. hit rate 0.068% among 220,000. activation (protection from cell death), % at 10 µM. Jurkat FADD-/- TNF necroptosis rescue, ATP luminescence, 24 h; 0 = TNF only, 100 = no-TNF cells. AID 463075;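 active means activation, meaning protection from cell death, of at least 50% relative to plate controls; inactive means activation below 50%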;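 further: necroptosis triggered by 40 ng/mL TNF-alpha added together with compound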
# FXIIa inh: inhibitors of human coagulation factor XIIa; P00748; purified FXIIa, Boc-QGR-AMC fluorogenic substrate, 2 h; inhibition, % at 5 µM; hit rate 0.3% among 220,000; in the data active means inhibition above about 40%;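 further: 0% = enzyme with no compound and 100% = blank without enzyme; many of its hits are not listed in these tables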
# Target sequence (P00748 20-372 limits assumed): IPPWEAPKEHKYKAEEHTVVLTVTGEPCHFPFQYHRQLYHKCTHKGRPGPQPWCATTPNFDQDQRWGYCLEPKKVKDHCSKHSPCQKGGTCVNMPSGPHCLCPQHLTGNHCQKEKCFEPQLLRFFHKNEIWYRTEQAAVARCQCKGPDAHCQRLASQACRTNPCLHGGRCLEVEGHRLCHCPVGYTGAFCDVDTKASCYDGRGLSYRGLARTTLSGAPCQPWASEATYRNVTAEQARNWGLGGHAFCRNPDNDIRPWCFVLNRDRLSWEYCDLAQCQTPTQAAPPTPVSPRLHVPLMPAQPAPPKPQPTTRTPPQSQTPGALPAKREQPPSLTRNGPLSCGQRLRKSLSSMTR
# Target sequence (P00748 373-615 limits assumed): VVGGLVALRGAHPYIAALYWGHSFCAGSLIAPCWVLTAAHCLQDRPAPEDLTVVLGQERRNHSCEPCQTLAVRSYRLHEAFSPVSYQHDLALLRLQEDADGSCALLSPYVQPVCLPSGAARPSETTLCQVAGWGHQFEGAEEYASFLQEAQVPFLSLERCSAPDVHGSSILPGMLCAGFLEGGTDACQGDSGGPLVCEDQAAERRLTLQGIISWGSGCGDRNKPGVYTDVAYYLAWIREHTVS
# PGE2 EP2 inh: blocks the human prostaglandin E2 receptor EP2. C6 glioma cells expressing human EP2, cAMP TR-FRET; cells stimulated with saturating PGE2. inhibition, % at 25 µM. hit rate 0.52% among 260,000. AID 1422;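 active means percent inhibition above 40 after rounding to a whole number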;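 further: rat C6 glioma host cells with rolipram phosphodiesterase inhibitor present; the protocol text gives 20 µM as final concentration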
# Target sequence (P43116 whole entry, looked up): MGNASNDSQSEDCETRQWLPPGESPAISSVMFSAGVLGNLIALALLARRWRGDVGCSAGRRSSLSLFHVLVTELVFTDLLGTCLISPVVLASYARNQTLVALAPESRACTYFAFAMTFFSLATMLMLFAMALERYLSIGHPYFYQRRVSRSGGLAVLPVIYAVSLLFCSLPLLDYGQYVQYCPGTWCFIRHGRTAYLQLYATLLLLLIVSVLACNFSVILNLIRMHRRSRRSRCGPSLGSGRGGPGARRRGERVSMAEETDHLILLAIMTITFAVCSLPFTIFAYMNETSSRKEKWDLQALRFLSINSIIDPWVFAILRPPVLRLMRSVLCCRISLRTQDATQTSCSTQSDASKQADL
# CHOP inh: CHOP inhibition in unfolded protein response | CHO-K1 CHOP-promoter luciferase, tunicamycin-induced, 15-18 h | inhibition, % at 10 µM | hit rate 3.8% among 220,000;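 active means compounds that reduced the stress-induced luciferase reporter signal by more than about 70% of percent inhibition, limit read from the data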;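 further: 0% = tunicamycin plus vehicle and 100% = wells without tunicamycin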
# TbHK1 inh: blocks Trypanosoma brucei hexokinase 1 activity | recombinant TbHK1, G6PDH-coupled NADH A340 | inhibition, % at 10 µM | hit rate 0.11% among 220,000;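 active means inhibition of 50% or more in the single-dose primary screen; inactive means inhibition below 50%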
# PPC-1+TRAIL kill: PPC-1 cancer cell killing with TRAIL present | PPC-1 cells + TRAIL, ATPLite viability luminescence | cell killing (% activity), % at 4 µM | hit rate 0.41% among 220,000;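 active means cell killing above 50% in the first pass at 4 µM, then a duplicate retest at 5 µM averaging 50% or more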;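 further: plate controls were cells with TRAIL plus DMSO for no effect and medium-only wells lacking cells for full effect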
# zVAD death inh: blocks zVAD induced death of L929 cells; L929 zVAD necroptosis rescue, ATP luminescence, 24 h; with zVAD 60 µM; viability rescue, % at 10 µM; hit rate 0.38% among 220,000; AID 1377;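 active means activation, scaled between plate controls, above about 75%, limit read from the data; inactive means activation under that limit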;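 further: 0% = zVAD with DMSO and 100% = DMSO alone without zVAD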
# Wee1 stabilizer: inhibitors of human Wee1 degradation; P30291; HeLa Luc-Wee1K328M stability, luciferase luminescence; 100% = proteasome inhibitor MG132 effect; reporter increase, % at 5 µM; hit rate 1.2% among 220,000;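 active means activation above the mean of all tested compounds plus 3 SD, set per screening run, cut at about 8.8% in these data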;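 further: cells exposed to compound for 20 h before luminescence read; 0% = DMSO alone and 100% = MG132 at 30 µM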
# FXIa inh 1536: blocks human coagulation factor XIa protease activity. purified FXIa, Boc-Glu-Ala-Arg-AMC fluorogenic substrate. inhibition, % at 5 µM. hit rate 0.14% among 220,000. AID 798;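 active means inhibition of at least 40%; inactive means inhibition below 40%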;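 further: fluorescence of freed AMC excited at 355 nm; 0% = enzyme without compound and 100% = no enzyme blank; many of its hits are not listed in these tables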
# Starred values were filed as active, the others as inactive; x = no result given; & = joins results of further samples. Not all compounds are listed (hit frequency here may not be typical).
SMILES,TNF necrop inh,FXIIa inh,PGE2 EP2 inh,CHOP inh,TbHK1 inh,PPC-1+TRAIL kill,zVAD death inh,Wee1 stabilizer,FXIa inh 1536
CCN(CC)c1ccc(C2C(C(C)=O)C(=O)CC(C)(O)C2C(C)=O)cc1 (stereo not given),0.0,x,8,x,2,x,0.5,-1,x
Cc1nc(NCCO)c2nnn(Cc3ccccc3F)c2n1,-1.5,4,10&5,16,5,-18,0.1,7,0
CCN(Cc1cnn(C)c1)C(=O)c1cc(COc2ccc(F)cc2F)on1,1.7,3,5,-28,-4,-12,0.8,-2,0
CCOC(=O)c1cc2c(ccn2C)n1CC(=O)N(CC)CC,-0.7,6,13,-9,13,0,6.5,-1,-2
CCCCCCNc1c([N+](=O)[O-])c(=O)sc2ccccc12,-0.5,-9,9,31,-9,31,1.6,-2,-7
Cc1ccc(-c2c(C(=O)NNC(=S)NCC3CCCO3)csc2C)cc1 (stereo not given),-0.7,-2,2,-2,3,29,1.2,1,-4
COC(=O)c1nnn(CC(=O)Nc2cccc(OC)c2)c1C(=O)OC,0.5,14,10,13,-9,12,0.1,0,5
O=C(Nc1ccc(OC(=O)c2ccccc2)c(-c2nc3ccccc3s2)c1)c1ccccc1,-4.1,14,17,50,-6,-2,0.1,-2,4
COC(=O)C(C)(C)ONC(=O)Nc1ccc(C)cc1,1.2,4,9,6,-1,3,1.3,-2,2
O=C(Nc1ccc2c(c1)oc1ccccc12)c1ccc(Br)o1,0.4,14,3,30,-9,21,43,5,2
Cc1ccc(C)c(C2=NNC(=NCc3ccccc3)SC2)c1,95*,14,2,28,-11,21,77*,2,2
N=c1c2c(n(Cc3ccc(Cl)cc3)c3c1CCC3)CCC2,-11,10,7,x,8,25,1.2,-2,0
CS(=O)(=O)N(CC(=O)Nc1ccccc1)Cc1ccc(Cl)cc1,0.8,23,4,31,-1,-4,0.0,-1,7
O=C(CN1CCCc2ccccc21)NCCc1ccc(Cl)cc1,0.4,6,12,29,3,-8,1.0,3,-3
COc1cccc(CN2CCNC(=O)C2CC(=O)NCCc2ccccn2)c1 (stereo not given),0.5,1,6,23,-3,22,1.1,-2,-3
COc1ccccc1NS(=O)(=O)c1ccc(/C=C/C(=O)O)cc1,-7.7,1,4,16,-3,-10,1.0,0,-4
CCOCCCNC(=O)C(NC(=O)c1ccc(=O)[nH]c1)c1ccc(Cl)cc1 (stereo not given),0.1,7,8,32,-9,18,0.1,3,2
Cc1cccc(C)c1-n1nnnc1-c1cnccc1C(F)(F)F,-0.2,10,13,4,-9,8,0.7,-2,0
CCn1c(C)nc2cc(C(=O)NNC(=O)Nc3cccc(Cl)c3)ccc21,-0.3,11,9,12,1,14,0.8,-3,0
COc1ccc(OC)c(S(=O)(=O)NCc2cccnc2)c1,0.1,4,5,11,-1,14,-0.3,-3,-6
COc1ccccc1NC(=O)CSc1nnc(-c2ccoc2C)n1CCc1ccccc1,-0.9,7,12&13,18,-5,7,-0.3,0,7
CC(C)CNC(=S)NNC(=O)c1csc2c1CCCC2,1.7,-1,5,28,-5,13,-0.8,5,-6
COc1cccc(CC2CC(=O)N(CCc3ccc4c(c3)OCO4)C2=O)c1 (stereo not given),-0.3,0,7,13,-10,-12,0.3,5,-5
Cc1cc2cc(CNC(=O)NC3CCCCC3)ccc2[nH]1,0.9,-1,9,11,-5,8,x,2,-5
O=C(Nc1cccnc1)c1noc2c1CCCCC2,-2.7,20,x,9,1,18,0.3,-1,7
CCOc1ccc(C(=O)COc2ccc(NC(C)=O)cc2)cc1,-0.1,28,11,-17,-7,19,0.4,1,20
COc1ccc2cc3cc(C(=O)NCc4ccccn4)oc3nc2c1,-2.7,-55,x,2,-24,30,0.5,-3,-34
O=P(Cc1nnco1)(c1ccccc1)c1ccccc1,-0.3,12,1,-3,-4,8,-0.4,1,-1
CCS(=O)(=O)N1Cc2ccccc2CC1C(=O)Nc1nc2c(C)cccc2s1 (stereo not given),5.6,13,10,-2,-5,15,4.5,0,5
CN1CCN(c2oc(COc3ccc(-c4ccccc4)cc3)nc2C#N)CC1,0.9,-5,6,87*,-14,-6,0.0,-2,-6
CC(C)Sc1nc2c(c(=O)[nH]c(=O)n2C)n1CCc1ccccc1,-2.1,1,6,35,-1,10,3.6,-1,-9
COc1ccc(NC(=O)CC(Cc2ccccc2)C(=O)O)cc1 (stereo not given),-0.5,11,6,-14,22,30,0.0,-2,0
CC(=O)c1cccc(NC(=O)N2CCN(S(C)(=O)=O)CC2)c1,-0.7,14,8,16,-4,-6,-1.3,-2,6
CCOc1ccc(OCC)c(S(=O)(=O)N2CCC(C)CC2)c1,1.8,8,6,24,3,16,-0.2,1,-4
Fc1ccccc1CSc1nnc2ccc(-c3ccncc3)nn12,-3.0,x,10,13,3,12,1.5,-2,1
CCOC(=O)C1C(=O)N(C(=O)c2cncc(Br)c2)CC1c1ccccc1 (stereo not given),1.2,6,10,20,-1,14,-0.3,1,1
COc1ccc2cnn(-c3ccc(C)cc3)c(=O)c2c1OC,-0.1,15,6,-34,-19,44,-1.3,2,7
CSc1nc(C)cc(SCC(=O)N/N=C/c2ccccc2)n1,2.8,12,6,24,1,14,0.5,3,1
Cc1cccc(Nc2cc(=O)[nH]c(=O)[nH]2)c1C,1.3,45*,7&6,6,26,30,0.4,-3,31
O=C1CSC(=S)N1/N=C/c1ccc(O)c([N+](=O)[O-])c1,-2.3,10,13,4,2,7,2.8,-4,2
COc1cccc(C(=O)N/N=c2\oc3c(OC)cccc3cc2C(=O)NCc2ccccc2)c1,2.1,17,9,-6,-5,22,0.5,1,10
CC(=O)Oc1ccccc1N(C(C)=O)S(=O)(=O)c1ccc2ccccc2c1,0.8,2,12,12,-4,-5,0.6,-3,-3
O=C(NCC1CCCO1)c1ccc(COc2ccc(Cl)cc2)cc1 (stereo not given),0.0,7,8,39,1,4,2.0,-1,3
COc1cc(NC(=O)c2ccc(Br)o2)ccc1NC(=O)c1ccccc1Cl,1.4,-13,8,60,-5,5,0.5,6,-3
CCOC(=O)N1CCN(C(=O)c2cccc(NC3=NC4CS(=O)(=O)CC4S3)c2)CC1 (stereo not given),0.3,1,2,2,6,9,0.0,2,-5
COc1cccc(NC(=O)COC(=O)c2cccnc2)c1,-1.9,25,6,23,-7,11,-0.1,5,16
O=C(c1ccsc1)N1CCN(C(=O)c2cccs2)CC1,-1.1,-5,10,-29,4,6,-0.3,-2,-1
Cn1c(CNC(=O)c2cccs2)nnc1SCC(=O)Nc1ccc(Cl)cc1,-0.9,11,4,13,1,-2,0.7,-1,2

# An excerpt of these results, with values under each structure:
# The line under a structure holds: TNF necrop inh | FXIIa inh | PGE2 EP2 inh | CHOP inh | TbHK1 inh | PPC-1+TRAIL kill | zVAD death inh | Wee1 stabilizer | FXIa inh 1536
CCOc1ccc(OCC)c(S(=O)(=O)N2CCC(C)CC2)c1
→ 1.8 | 8 | 6 | 24 | 3 | 16 | -0.2 | 1 | -4
Fc1ccccc1CSc1nnc2ccc(-c3ccncc3)nn12
→ -3.0 | x | 10 | 13 | 3 | 12 | 1.5 | -2 | 1
CCOC(=O)C1C(=O)N(C(=O)c2cncc(Br)c2)CC1c1ccccc1 (stereo not given)
→ 1.2 | 6 | 10 | 20 | -1 | 14 | -0.3 | 1 | 1
COc1ccc2cnn(-c3ccc(C)cc3)c(=O)c2c1OC
→ -0.1 | 15 | 6 | -34 | -19 | 44 | -1.3 | 2 | 7
CSc1nc(C)cc(SCC(=O)N/N=C/c2ccccc2)n1
→ 2.8 | 12 | 6 | 24 | 1 | 14 | 0.5 | 3 | 1
Cc1cccc(Nc2cc(=O)[nH]c(=O)[nH]2)c1C
→ 1.3 | 45* | 7&6 | 6 | 26 | 30 | 0.4 | -3 | 31
O=C1CSC(=S)N1/N=C/c1ccc(O)c([N+](=O)[O-])c1
→ -2.3 | 10 | 13 | 4 | 2 | 7 | 2.8 | -4 | 2
COc1cccc(C(=O)N/N=c2\oc3c(OC)cccc3cc2C(=O)NCc2ccccc2)c1
→ 2.1 | 17 | 9 | -6 | -5 | 22 | 0.5 | 1 | 10
CC(=O)Oc1ccccc1N(C(C)=O)S(=O)(=O)c1ccc2ccccc2c1
→ 0.8 | 2 | 12 | 12 | -4 | -5 | 0.6 | -3 | -3
O=C(NCC1CCCO1)c1ccc(COc2ccc(Cl)cc2)cc1 (stereo not given)
→ 0.0 | 7 | 8 | 39 | 1 | 4 | 2.0 | -1 | 3
COc1cc(NC(=O)c2ccc(Br)o2)ccc1NC(=O)c1ccccc1Cl
→ 1.4 | -13 | 8 | 60 | -5 | 5 | 0.5 | 6 | -3
CCOC(=O)N1CCN(C(=O)c2cccc(NC3=NC4CS(=O)(=O)CC4S3)c2)CC1 (stereo not given)
→ 0.3 | 1 | 2 | 2 | 6 | 9 | 0.0 | 2 | -5
COc1cccc(NC(=O)COC(=O)c2cccnc2)c1
→ -1.9 | 25 | 6 | 23 | -7 | 11 | -0.1 | 5 | 16
O=C(c1ccsc1)N1CCN(C(=O)c2cccs2)CC1
→ -1.1 | -5 | 10 | -29 | 4 | 6 | -0.3 | -2 | -1
Cn1c(CNC(=O)c2cccs2)nnc1SCC(=O)Nc1ccc(Cl)cc1
→ -0.9 | 11 | 4 | 13 | 1 | -2 | 0.7 | -1 | 2

# Later entries.
SMILES,TNF necrop inh,FXIIa inh,PGE2 EP2 inh,CHOP inh,TbHK1 inh,PPC-1+TRAIL kill,zVAD death inh,Wee1 stabilizer,FXIa inh 1536
O=C(c1ccc2c(c1)OCCO2)C1CCN(S(=O)(=O)c2ccccc2F)CC1,-13,8,9,-27,1,25,0.4,0,3
CCOC(=O)c1ccc(Nc2cc(C)nc(-c3ccccc3O)n2)cc1,4.1,-2,17,-17,1,8,2.8,-2,6
Cn1c(=O)c2c(ncn2CC(=O)N/N=C/C(Cl)=C/c2ccccc2)n(C)c1=O,0.7,13,24,4,-6,0,1.0,1,8
Cc1ccc2cc(C#N)c(N3CCCN(S(=O)(=O)c4ccccc4)CC3)nc2c1C,0.2,x,9,x,-1,x,-0.3,5,x
NC(=O)COc1ccc(Nc2nnc(-c3ccc(O)cc3)c3ccccc23)cc1,-0.5,8,6,2,-25,6,6.1,8,1
O=C(COn1nnc2ccc(S(=O)(=O)N3CCOCC3)cc21)Nc1c(F)c(F)c(F)c(F)c1F,0.9,0,8,2,-7,9,-1.4,-3,-5
COc1cc(NC(=O)Cc2ccc([N+](=O)[O-])cc2)c(C(=O)O)cc1OC,0.3,5,5,-5,3,3,-0.3,2,-2
N#Cc1ccc(C(=O)OCC(=O)Nc2ccc(S(N)(=O)=O)cc2)cc1,0.1,8,5,-17,-2,-2,-0.5,0,0
O=C(NC1CCCCC1)C(c1ccc(F)cc1)N(Cc1cccs1)C(=O)CN1C(=O)c2ccccc2S1(=O)=O (stereo not given),0.9,8,11,91*,16,-4,0.5,-2,7
CC(=O)NNC1=Nc2ccccc2N(C)C(C)C1 (stereo not given),1.5,7,0,9,2,25,0.7,-2,3
CC(C)CC(=O)Nc1ncnc2c1C(=O)CC(C)(C)C2,-1.0,-18,11,-1,5,6,0.0,0,-14
CCOc1ccc(CC2NCCc3cc(OCC)c(OCC)cc32)cc1OCC (stereo not given),1.9,2,1,15,-4,24,4.7,-3,-3
COC(=O)/C(=C\Nc1cccc(Cl)c1C)c1ncc(C(F)(F)F)cc1Cl,1.0,35,9,24,12,2,-0.6,3,16
COc1cccc(-n2nnc3c(=O)n(Cc4ccccc4Cl)cnc32)c1,-1.2,4,6,42,1,7,-0.3,-2,-4
C=CCOC(=O)CN1C(=O)c2ccccc2C1=O,1.0,15,12,11,-3,10,1.6,2,7
CC(C)CC(=O)NN(C)c1nc(-c2ccccc2)nnc1C(F)(F)F,-1.0,3,20,16,34,-21,0.6,3,-6
CCOC(=O)c1ccc(CNS(=O)(=O)c2c(C)ccc3nsnc23)o1,-0.1,-2,15,64,-12,16,-0.9,0,-2
